# NPY-Y2 PAM-ag – human NPY-Y2 potentiation or agonism, primary screen | cells expressing NPY-Y2, potentiator/agonist read-out | P49146 | 0.45% of 220,000 active | activation, % at 3.6 µM; in the data active = activation above about 27%;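 note: cells stimulated with NPY near EC25 plus isoproterenol at EC100; 0% = vehicle plus submaximal agonist and 100% = vehicle plus saturating agonist; some results beyond the cut were filed as inactive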
# Target sequence (P49146 whole entry, looked up): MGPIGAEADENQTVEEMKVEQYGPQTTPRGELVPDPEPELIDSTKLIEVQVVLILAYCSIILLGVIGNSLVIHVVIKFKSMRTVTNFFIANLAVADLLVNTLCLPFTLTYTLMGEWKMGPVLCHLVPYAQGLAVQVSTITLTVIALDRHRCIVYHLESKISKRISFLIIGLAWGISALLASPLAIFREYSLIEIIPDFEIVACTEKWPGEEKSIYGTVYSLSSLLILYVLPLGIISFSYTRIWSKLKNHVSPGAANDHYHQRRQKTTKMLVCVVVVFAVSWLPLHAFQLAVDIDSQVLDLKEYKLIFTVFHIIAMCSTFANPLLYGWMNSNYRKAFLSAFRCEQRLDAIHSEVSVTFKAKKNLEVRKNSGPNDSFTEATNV
# S1P4 antagonist – blocks the human S1P4 receptor. O95977. S1P4-expressing cells, antagonist mode, reporter read-out. inhibition, % at 4.98 µM. 0.26% of 220,000 active. AID 1510; in the data active = inhibition above about 29%;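 note: 0% = wells stimulated with agonist and 100% = vehicle wells without agonist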
# BaF3 parental – counter-screen for JAK2V617F inhibitors: parental Ba/F3 viability inhibitors. 1.1% of 220,000 active. inhibition, % at 5.6 µM. CellTiter-Glo ATP luminescence;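 active = inhibition above a per-campaign cutoff, the mean inhibition of all tested compounds plus 3 SD, cut at about 27% in these data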;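 note: 0% = DMSO wells and 100% = JAK Inhibitor I control wells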
# Ba/F3 V617F tox – lowers viability of Ba/F3 cells expressing EpoR and JAK2V617F | AID 1446 | 1.1% of 220,000 active | inhibition, % at 5.6 µM | ATP luminescence;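 active = inhibition above the campaign mean plus 3 SD over all tested compounds, cut at about 24% in these data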;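 note: cytokine-independent growth of Ba/F3 cells driven by EpoR plus mutant JAK2; 0% = DMSO-treated cells and 100% = JAK inhibitor I control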
# Wee1 stabilizer – blocks degradation of human Wee1 kinase; P30291; 1.2% of 220,000 active; reporter increase, % at 5 µM; HeLa Luc-Wee1K328M stability, luciferase luminescence; 100% = proteasome inhibitor MG132 effect;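 active = activation above the mean of all tested compounds plus 3 SD, set per screening run, cut at about 8.8% in these data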;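 note: cells exposed to compound for 20 h before luminescence read; 0% = DMSO alone and 100% = MG132 at 30 µM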
# Target sequence (P30291 whole entry K328M): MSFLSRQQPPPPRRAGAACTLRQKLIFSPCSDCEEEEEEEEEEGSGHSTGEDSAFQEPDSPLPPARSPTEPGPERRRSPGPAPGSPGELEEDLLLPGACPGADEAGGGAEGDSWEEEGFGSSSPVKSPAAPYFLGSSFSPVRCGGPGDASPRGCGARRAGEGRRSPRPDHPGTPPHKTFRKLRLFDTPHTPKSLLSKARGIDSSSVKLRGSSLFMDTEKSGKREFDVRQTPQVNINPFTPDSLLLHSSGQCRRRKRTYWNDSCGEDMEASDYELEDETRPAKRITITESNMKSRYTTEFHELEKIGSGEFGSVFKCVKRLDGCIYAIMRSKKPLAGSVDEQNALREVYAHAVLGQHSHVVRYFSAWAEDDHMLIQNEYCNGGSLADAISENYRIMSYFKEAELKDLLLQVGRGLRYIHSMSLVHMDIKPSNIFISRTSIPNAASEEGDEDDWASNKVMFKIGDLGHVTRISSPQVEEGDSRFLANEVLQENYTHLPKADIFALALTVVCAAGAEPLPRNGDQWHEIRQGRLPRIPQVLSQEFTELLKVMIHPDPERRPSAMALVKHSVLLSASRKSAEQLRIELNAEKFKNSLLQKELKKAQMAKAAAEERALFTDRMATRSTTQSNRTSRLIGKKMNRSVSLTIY
# eIF4E-4G inh – eIF4E/eIF4G interaction inhibition in translation initiation; TR-FRET eIF4E-eIF4GI(517-606) binding, 2 h; inhibition, % at 21.7 µM; 0.37% of 220,000 active; AID 782;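 active = inhibition above about 30%, limit read from the data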;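 note: 0% = full FRET control wells and 100% = background wells lacking eIF4GI fragment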
# PERK inhibitor – blocks human PERK kinase; Q9NZJ5; CHO PERK-DD fusion, SEAP luminescence translation reporter; inhibition, % at 5.6 µM; 0.17% of 220,000 active;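 active = inhibition above the mean inhibition of all tested compounds plus 3 SD, set separately per screening campaign, cut at about 2.9% in these data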;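 note: PERK kinase domain activated by AP20187 dimerizer at 100 nM; 0% = DMSO with dimerizer and 100% = rapamycin at 8.4 µM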
# S1P4 ag – human S1P4 receptor agonism; activation, % at 4.98 µM; S1P4-expressing cell line, agonist reporter assay; 0.35% of 220,000 active; O95977; in the data active = activation above about 11%;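 note: 0% = DMSO vehicle and 100% = reference agonist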
# MDM2 E3 inh – blocks human Mdm2 ubiquitin ligase activity; 0.11% of 210,000 active; signal enhancement, % at 5 µM; AID 1230; cell-based MDM2 ubiquitination luciferase reporter, 2 h; 0 = plate control, 100 = twice control, blank-subtracted;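 active = signal enhancement of 30% or more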;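 note: luminescence tracks abundance of the self-degrading MDM2-luciferase fusion protein; higher signal means inhibition of MDM2 E3 ligase activity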
#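 system = mammalian cells stably expressing self-ubiquitinating, self-degrading MDM2 E3–luciferase fusion | quantity = 2000 cells per well seeded | incubation = 4 h cell settling then 2 h compound exposure, 37 °C | signal = SteadyLite luminescence, 15 min reagent step | benchmarks = plate control and blank wells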
# * marks the source's active call; other numbers are inactive results; . = no result given; [ ] = dose if it differs, or a comment.
SMILES,NPY-Y2 PAM-ag,S1P4 antagonist,BaF3 parental,Ba/F3 V617F tox,Wee1 stabilizer,eIF4E-4G inh,PERK inhibitor,S1P4 ag,MDM2 E3 inh
NNC(=O)Cn1c(COc2ccc(Cl)cc2)nc2ccccc21,-9.4,-19.9,2.6,1.2,-1.9,-2.2[fluorescence artefact?],-0.5,0.1,2.1
COc1ccc(C(=O)NC(=S)NC2CCSC2=O)cc1 (centres undefined),1.1,-10.0,5.5,-1.1,0.6,-7.2[fluorescence artefact?],-0.1,1.1,-5.8
CC(=O)N(CC1CCCO1)C1(C(=O)NC2CCCC2)CCCCC1 (centres undefined),-13.7,13.9,2.4,1.6,-1.9,-4.8,-1.2,-2.1,-1.4
Cc1cc(C(=O)COC(=O)c2ccc(N)cc2)c(C)n1-c1c(C)n(C)n(-c2ccccc2)c1=O,-0.1,0.6,10.8,1.2,-0.8,0.2,-0.6,-1.6,-3.0
C=CCN1CCN(C(CC(C)C)c2nnnn2CCOC)CC1 (centres undefined),4.3,-24.0,2.0,-3.5,-2.0,8.0[fluorescence artefact?],-0.1,1.3,-5.5
O=C(N/N=C/c1ccccc1Cl)c1nc2ccc([N+](=O)[O-])cc2c(=O)[nH]1,5.9,-11.9,3.8,2.0,-0.8,0.6,0.3,-0.4,-6.3
C/C(NCc1cccnc1)=C(\C#N)C(=O)NCc1ccccc1,-3.2,0.5,4.8,0.1,-0.4,5.0[fluorescence artefact?],-0.9,-1.9,5.1
CCN(CC)C(=O)CSc1nc2c(sc(=S)n2Cc2ccco2)c(=O)n1-c1ccccc1,-52.8,-2.9,-2.3,-4.3,-2.1,-4.0,-0.4,0.7,-20.7
C=C(C)c1cccc(C(C)(C)NC(=O)NC2CC(C)(C)NC(C)(C)C2)c1,-7.7,-8.0,4.5,1.0,-1.6,-2.0,0.8,0.7,-8.4
CCOC(=O)c1c(NC(=O)CSc2nnc(C)c(=O)[nH]2)sc(C)c1C,7.6,-1.4,6.8,0.7,-1.1,-1.8,1.5,0.5,-12.2
C=CCSc1nc(=O)n2ccc(C)cc2n1,-4.1,9.1,3.6,-1.8,1.9,3.8,0.8,-0.7,-3.6
CCCCOC(=O)Nc1nnc(SCCOc2ccc(C)cc2)s1,17.5,-23.6,2.2,-3.4,-4.0,43.5*[fluorescence artefact?],1.4,5.9,-12.3
COCCNc1nnc(SCC(=O)c2c[nH]c3ccccc23)s1,6.9,-19.8,6.4,4.7,1.3,-50.0,-0.5,1.3,-6.5
O=[N+]([O-])c1ccc(/C=N/Nc2cc(Cl)nc(-c3ccccc3)n2)cc1,9.2,-22.8,9.4,3.0,-0.6,-0.3,0.7,1.0,-14.4
CCC(C(=O)OCCN(CC)CC)c1ccccc1 (centres undefined),-12.1,-0.9,6.0,1.1,-1.0,3.8,-0.1,0.2,.
O=C(CS(=O)c1ccc(C(F)(F)F)cc1[N+](=O)[O-])Oc1ccccc1 (centres undefined),-22.4,16.1,47.8*,53.1*,-0.8,-0.5,0.6,-0.9,-0.6
C(=N\Nc1nc(N2CCCC2)nc(N2CCCC2)n1)/c1ccccc1OCc1ccccc1,-4.9,-19.2,2.1,-1.1,-0.7,-2.8,0.1,2.5,-2.0
Cc1cc(NC(=O)CSc2nccn2C)no1,-5.3,-1.8,7.2,-0.1,-1.4,2.3,2.3,-0.4,-22.9
CCc1nc(SCCO)c2oc3ccccc3c2n1,0.2,2.7,5.0,-2.6,-0.5,-3.5,-0.2,0.8,-19.1
O=C(c1nc2ccccn2c1CNCCOc1cccnc1)N1CCOCC1,-14.0,2.6,1.9,1.0,5.8,2.6,1.1,-0.1,-20.3
CCOc1ccccc1N(CC(=O)Nc1ccc(C)cc1)S(C)(=O)=O,0.8,5.7,8.8,1.6,-1.1,-2.0,0.0,-1.1,10.1
CCc1cc2c(SCC(=O)NC(=O)c3cccn3C)ncnc2s1,-26.0,-6.4,6.6,2.5,-3.6,3.9,1.1,0.8,1.1
COc1ccc(N=C(N)N=C(N)N)c(OC)c1,3.8,11.6,1.0,-2.6,0.8,-0.7[fluorescence artefact?],0.0,1.5,-6.4
O=P(c1ccccc1)(c1ccccc1)c1nc(-c2ccc(Cl)cc2)oc1N1CCOCC1,12.6,-7.6,5.1,2.1,0.2,5.4,-0.3,0.5,-1.8
Cc1ccnc(Nc2nc(-c3c(C)nc4sccn34)cs2)c1,-5.4,-6.4,8.8,5.6,-0.5,4.4[fluorescence artefact?],-1.5,-1.4,-24.4
SMILES,NPY-Y2 PAM-ag,S1P4 antagonist,BaF3 parental,Ba/F3 V617F tox,Wee1 stabilizer,eIF4E-4G inh,PERK inhibitor,S1P4 ag,MDM2 E3 inh
CC1CCc2c(sc3ncnc(NS(=O)(=O)c4cccs4)c23)C1 (centres undefined),-0.7,-1.5,-0.2,-5.0,-0.7,5.4,1.8,0.2,-3.0
COc1ccc(CC2(C)OC(c3ccccc3)=NN2C(C)=O)cc1 (centres undefined),15.3,-11.1,4.7,-4.3,-2.0,3.0[fluorescence artefact?],0.7,-1.3,-3.0
COc1ccc(C(=O)OCC[N+]2(C)CCCCC2)cc1,-10.1,-8.8,5.3,3.4,-1.0,27.9,-0.3,-1.3,-16.2
O=C(NC1CCCCC1)N(Cc1nc2ccccc2c(=O)[nH]1)C1CCCC1,-11.3,0.3,11.4,-3.0,-1.1,.,-0.2,-0.4,-10.0
COc1ccc(CC(=O)Nc2ccc3nc(SC)sc3c2)cc1OC,-9.7,-11.5,4.1,1.9,1.2,2.9,-0.3,0.3,-0.5
CCOc1ccc(N2C(=O)CC(N(CCc3ccc(OC)cc3)C(=O)/C=C/C(=O)O)C2=O)cc1 (centres undefined),4.7,-17.1,1.2,-2.0,2.6,3.6,0.3,-0.7,-22.1
O=C(c1ccc(Cn2cc(Br)cn2)o1)n1cccn1,6.1,-5.3,4.8,3.3,-2.7,-5.3,1.5,-1.1,0.7
CCCC(=O)Nc1ccc(C(=O)N/N=C/c2ccc([N+](=O)[O-])o2)cc1,-13.2,-7.4,4.2,1.7,1.5,4.1,-0.2,-2.9,-8.4
CC1CCCCC1NC(=O)COn1nnc2ccc(Cl)cc21 (centres undefined),17.4,-11.7,1.1,-0.3,-1.5,-0.5,-0.4,0.9,-9.3
CCOC(=O)c1cc2c(nc1N)CC(C)(CC)OC2 (centres undefined),-3.1,-0.5,6.0,3.2,6.2,5.3,-0.6,2.2,-3.2
Cc1ccc(S(=O)(=O)N(C)CC(=O)N2CCN(c3ccccn3)CC2)cc1,-6.6,11.8,2.2,-2.6,-1.6,-6.5,-0.4,-1.0,5.1
CCNc1nc(Oc2ccc(C(=O)OC)cc2)nc(N(C)C)n1,2.3,-5.7,-1.9,1.6,-1.5,2.6,0.5,1.0,-5.7
COc1ccc(NC(=O)C(=O)N2N=C(C(C)C)CC2(O)C(F)(F)F)cc1 (centres undefined),-6.2,10.9,1.2,-2.6,-2.9,-1.4,0.3,-2.2,-19.8
N=c1c2c(-c3ccccc3)c(-c3ccccc3)oc2ncn1CCN1CCOCC1,0.0,0.7,5.0,1.5,0.8,4.7,-1.1,-0.3,11.2
COc1ccc(/C=C/CN2CCC(CO)(Cc3ccccc3Cl)CC2)cc1,-22.4,0.0,5.4,0.5,1.4,2.4,-0.4,-1.2,-8.9
CC(NC(=O)Cc1ccc([N+](=O)[O-])cc1)c1ccc2c(c1)OCO2 (centres undefined),-3.4,3.9,-2.3,-0.7,-2.5,-13.9,1.0,0.8,.
Cc1ccc(S(=O)(=O)N2CCCC2C(=O)NCCc2ccccc2)cc1 (centres undefined),-2.4,8.4,1.2,-3.8,-5.1,5.8,-0.3,-0.7,-2.8
Nc1cc(=O)[nH]c(SCC(=O)NC2CCCc3ccccc32)n1 (centres undefined),5.6,2.0,2.5,-1.0,1.1,-5.9,1.1,-2.2,.
O=C(CSCc1c(F)cccc1Cl)Nc1cccnc1,-0.8,4.2,3.5,-2.1,-0.2,3.3,0.5,-1.1,-6.7
COc1ccc(S(C)(=O)=O)cc1S(C)(=O)=O,13.4,3.4,3.2,-2.0,-1.7,-1.0,1.0,0.3,4.9
CCCCNC(=O)CCn1c(=O)c2ccccc2n(CC(=O)NCCc2ccc(OC)c(OC)c2)c1=O,-15.4,0.6,4.8,-2.4,8.6,-6.5,0.3,2.4,7.7
Cn1c(-c2nnn(-c3ccc(F)cc3)n2)cc2ccccc21,-12.3,0.7,-0.5,0.1,1.2,0.8,0.6,-0.8,.
CC1Cc2ccccc2N1C(=O)Cn1c(=O)oc2cc(S(=O)(=O)N3CCCCC3)ccc21 (centres undefined),2.2,-4.1,1.0,-1.0,4.2,6.8,0.8,-1.0,-18.9
O=C(C[n+]1ccc(-c2nnc3n2CCC3)cc1)c1ccc(Cl)c(Cl)c1,-5.8,-13.5,4.8,0.6,4.5,2.7,0.2,1.9,.
Cc1ccc(-n2nnnc2-c2cnn(-c3ccc(F)cc3)c2C(F)(F)F)cc1,-9.1,-1.6,-1.7,-1.2,-3.7,-0.2,0.4,-0.4,-6.8
SMILES,NPY-Y2 PAM-ag,S1P4 antagonist,BaF3 parental,Ba/F3 V617F tox,Wee1 stabilizer,eIF4E-4G inh,PERK inhibitor,S1P4 ag,MDM2 E3 inh
CCC1(Cc2ccccc2)NC(=O)c2ccccc2O1 (centres undefined),-13.8,4.5,3.3,-1.6,-1.3,-2.1,1.0,-0.3,4.2
CCCn1c(=C(C#N)C#N)s/c(=C2\C=Cc3ccccc3N2CC)c1=O,2.8,-10.8,3.6,-1.4,-2.8,-1.9,1.3,0.9,-8.5
CCCCCC(=O)NC(NC(=S)Nc1ccc(S(N)(=O)=O)cc1)C(Cl)(Cl)Cl (centres undefined),10.8,2.9,5.8,-1.4,2.2,1.6,1.9,0.0,-4.5
CC(C)(C)Sc1ccc([N+](=O)[O-])cc1C(=O)Nc1ccncc1,-2.4,-18.6,-0.4,1.5,0.5,8.2,-0.1,1.1,12.6
O=C(CSc1nnc(-c2ccccc2)o1)NC1CCCCC1,-18.4,8.9,8.3,2.9,3.8,-3.2[fluorescence artefact?],-0.1,-0.7,3.0
COc1ccc(CNC(=O)C2CSC(=O)C2)cc1 (centres undefined),-3.2,-15.7,5.0,3.2,2.4,7.7,0.4,1.1,2.2
O=C(NCc1ccc[n+](CCCCS(=O)(=O)[O-])c1)c1ccc(OC(F)F)cc1,0.7,-16.9,3.2,3.2,3.2,4.3,1.4,1.6,-4.5
COC(=O)c1ccc(-c2ccco2)n1Cc1cccc(C)c1,5.5,-16.4,5.2,-0.8,0.5,3.6,-0.4,-2.0,-10.1
CC(=O)c1n[nH]nc1NC(=O)c1ccccc1,5.3,-1.1,-0.7,2.5,-0.7,4.5[fluorescence artefact?],1.0,0.9,-10.4
Cc1ccc(NC(=O)Cn2c(-c3ccc(F)cc3)cnc2SCC(=O)Nc2c(C)cccc2C)cc1,7.9,-9.4,0.4,-3.3,-0.1,-1.2,0.9,2.4,6.8
CCN(CC)c1ccc2cc(-c3nnc(-c4ccc(Br)cc4)o3)c(=O)oc2c1,-3.4,5.3,2.3,-2.6,5.8,.,0.8,0.3,.

# Some entries already given, showing only eIF4E-4G inh and MDM2 E3 inh:
SMILES	eIF4E-4G inh	MDM2 E3 inh
Cc1cc(NC(=O)CSc2nccn2C)no1	2.3	-22.9
CCc1nc(SCCO)c2oc3ccccc3c2n1	-3.5	-19.1
CCCCOC(=O)Nc1nnc(SCCOc2ccc(C)cc2)s1	43.5*[fluorescence artefact?]	-12.3

# Screens: PubChem, several laboratories
